Screening results: PubChem BioAssay, National Center for Advancing Translational Sciences (NCATS)
AmpC inh detg = inhibitors of E. coli AmpC beta-lactamase with detergent; AmpC hydrolysis of nitrocefin, absorbance 480 nm, 0.01% Triton; AID 485294; hit rate 0.041% among 370,000; P00811; Potency, µM (doses to about 114 µM), for inactives: at the highest dose activity change, negative = inhibition, hits mostly inhibitors;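 note: potency is the fitted concentration of half-maximal effect; 0% = no-compound wells and -100% = no-enzyme wells; nearly all actives have a fitted effect of over 25% in size; some results filed as inactive show a strong effect at the top dose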
Target sequence (P00811 whole entry, looked up): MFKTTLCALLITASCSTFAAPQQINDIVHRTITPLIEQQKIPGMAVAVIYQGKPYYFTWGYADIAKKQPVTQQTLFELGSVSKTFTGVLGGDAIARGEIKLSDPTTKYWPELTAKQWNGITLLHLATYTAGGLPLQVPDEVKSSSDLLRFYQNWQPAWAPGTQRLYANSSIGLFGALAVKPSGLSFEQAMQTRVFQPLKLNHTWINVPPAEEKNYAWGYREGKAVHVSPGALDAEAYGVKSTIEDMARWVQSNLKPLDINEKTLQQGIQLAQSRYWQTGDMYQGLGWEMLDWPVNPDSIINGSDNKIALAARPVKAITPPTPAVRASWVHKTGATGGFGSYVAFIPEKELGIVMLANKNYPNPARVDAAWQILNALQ
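20 mM phosphate pH 7.0 + 0.01% (detergent screen) or 0.0001% Triton X-100; 5.3 nM AmpC reagent; cpd preinc 15 min RT; nitrocefin (800 uM stock) to start; A480 q20 s × 4 min; Activity was normalised to no-enzyme and no-compound control wells.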
HCMV antiviral = human cytomegalovirus inhibition; AID 1259415; HFF cells, HCMV-luciferase reporter, 72 h; stronger effect = lower value; hit rate 4.5% among 410,000; activity change, negative = inhibition, % at 57.5 µM; in the data active = activity change below about -60%; inconclusive = no clear call, values can overlap the other calls; inactive = above about -39%
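Screen run at 2 compound doses on HFFs infected with reporter HCMV, MOI 1 PFU/cell. Luciferase activity from cell lysates at 72 h post infection gave inhibition relative to buffer-only and Salinomycin wells.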
Giardia FBPA inh = inhibitors of Giardia lamblia fructose-1,6-bisphosphate aldolase. purified Giardia FBPA. Potency, µM (titrated, usually from 59.6 µM), for inactives: at the top dose activity, negative = inhibition, usual class: inhibitors. AID 2451. hit rate 0.71% among 290,000. A8B2U2; note: potency is the fitted concentration of half-maximal effect; nearly all actives have a fitted effect of over 55% in size
Target sequence (A8B2U2 whole entry, looked up): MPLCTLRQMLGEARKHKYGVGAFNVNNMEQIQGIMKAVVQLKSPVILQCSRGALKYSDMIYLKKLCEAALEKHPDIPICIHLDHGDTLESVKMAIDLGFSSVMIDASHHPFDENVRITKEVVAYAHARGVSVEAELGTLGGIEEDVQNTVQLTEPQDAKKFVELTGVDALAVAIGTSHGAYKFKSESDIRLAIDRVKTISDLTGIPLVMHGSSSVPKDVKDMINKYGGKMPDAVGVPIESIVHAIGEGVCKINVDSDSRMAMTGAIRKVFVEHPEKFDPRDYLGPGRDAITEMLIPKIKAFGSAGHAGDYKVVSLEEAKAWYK
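40 nM FBPA preincubated 10 min at RT with compound (up to 57.5 uM final), then substrate plus GAPDH/TPI/NAD/arsenate coupling and diaphorase/resazurin added. Fluorescence read after 20 min at RT, 525/598 nm.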
HCV inhibitor = HCV inhibition; Potency, µM (series often up to 41.8 µM), for the others: at the top dose activity change, negative = inhibition, hits mostly inhibitors; hit rate 3.4% among 340,000; Huh7.5.1 HCVcc-Cre infection, luciferase reporter, 44 h; note: potency is the fitted concentration of half-maximal effect
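Reporter virus HCVcc-Cre (~0.5 moi) infects cells exposed to compound; seeding density 1,000 cells/well with 4 h settling beforehand. Luminescence, 15 sec read, taken 44 h post-infection following a 15 min RT substrate incubation.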
Sm TGR inh = S. mansoni TGR enzyme inhibition | hit rate 3% among 360,000 | Potency, µM (titrated, usually from 114 µM), for inactives: top-dose activity change, negative = inhibition, most hits filed as inhibitors | Q962Y6 | purified TGR, DTNB reduction, TNB absorbance 405 nm; note: potency is the fitted concentration of half-maximal effect; nearly all actives have a fitted effect of over 60% in size
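First, TGR (20 nM dispensed) and NADPH were mixed with compound. Second, a 15 min room-temperature incubation followed. Third, further NADPH and then DTNB were added to start the reaction. Finally, TNB absorbance was monitored kinetically.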
AmpC inh no detg = blocks E. coli AmpC beta-lactamase in detergent-free assay | AmpC nitrocefin hydrolysis, absorbance 480 nm, 0.0001% Triton | P00811 | AID 485341 | hit rate 0.52% among 330,000 | Potency, µM (top dose mostly 57.1 µM), for the others: top-dose activity change, negative = inhibition, most hits filed as inhibitors;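 note: potency is the fitted concentration of half-maximal effect; plate controls were no compound for no effect and no enzyme for full effect; nearly all actives have a fitted effect of over 20% in size; some results filed as inactive show a strong effect at the top dose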
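AmpC (5.3 nM in the dispensed reagent) in 20 mM phosphate pH 7.0 with 0.01% (detergent screen) or 0.0001% Triton X-100 was preincubated with compounds for 15 min at room temperature. Nitrocefin was then added from an 800 uM solution, and hydrolysis was followed at 480 nm.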
* hit, by the source's call; ? = inconclusive; . = not tested or not shown; & = joins results of further samples; [ ] = another dose, or the depositor's remark. Unless noted, calls come from the whole dose curve; as a rule, active = well fitted curve in the direction sought with a large enough effect; inconclusive = small, poorly fitted or top-dose-only effect, or another doubt; inactive = no such curve, though single readings can be large; an effect the other way counts as inactive or inconclusive. Unless noted, % is set by controls: 0 for no effect and ±100 for the full control effect.

1	COc1cccc(C2C(C#N)=C(N)N(c3ncn[nH]3)C3=C2C(=O)CCC3)c1 (stereo unspecified)
2	Cc1cccc2c(=O)cc(CSCC(=O)Nc3ccc(Cl)cc3)[nH]c12
3	COC(=O)c1sc2ncn(CC(=O)NCCc3ccc(OC)c(OC)c3)c(=O)c2c1C
4	COc1ccc(CCN2CC(C(=O)NCC(=O)Nc3ccc(F)c(F)c3)CC2=O)cc1OC (stereo unspecified)
5	CCc1ccc(OCc2nc(-c3ccc(-n4cccc4)cc3)no2)cc1
6	Cc1c(CCC(=O)O)c(=O)oc2cc(OCc3cccc(F)c3)ccc12
7	Cc1ccccc1NC(=O)CSc1nnc2ccc(-c3cccnc3)nn12
8	CCCCNC(=S)N(C)N=C1CCC(c2ccccc2)CC1 (stereo unspecified)
Screen / compound no.,1,2,3,4,5,6,7,8
AmpC inh detg,2.7%,14.0%,-4.2%,-2.0%,-0.5%,-15.2%,?,-2.7%
HCMV antiviral,-19.0,-0.8,45.9,-15.6,-5.4,-39.0,-38.4,-9.9
Giardia FBPA inh,-17.7%,.,0.5%,.,.,13.0%,.,3.8%
HCV inhibitor,31.8%[activator],.,-26.9%,-12.8%,.,-0.9%,?,-7.3%
Sm TGR inh,1.2%,0.6%,8.2%,-4.9%,-0.3%,-14.6%,-8.3%,3.4%
AmpC inh no detg,-8.1%,.,9.1%,31.2%,.,-10.6%,-8.6%,-4.8%[11.4 µM]

9	CN(C)CCCN(C(=O)c1ccc(C(=O)c2ccccc2)cc1)c1nc2cc3c(cc2s1)OCCO3
10	CCOC(=O)N1CCC(NC(=O)CCc2c(C)nc3ncnn3c2C)CC1
11	CC1CCc2c(sc3nc(-c4cc5ccccc5oc4=O)nc(Cl)c23)C1 (stereo unspecified)
12	O=C(NCCN1CCN(Cc2ccccc2)CC1)C1CC(=O)N(C2CCCC2)C1 (stereo unspecified)
13	O=C(Cn1cnc(S(=O)(=O)N2CCCC2)c1)Nc1cccc(Br)c1
14	Cc1cccn2c(NC(=O)c3cccs3)c(-c3ccccc3)nc12
15	Cc1ccc(-c2nn(CCC(=O)Nc3ccc(Cl)c(Cl)c3)c(=O)c3ccccc23)cc1
16	NS(=O)(=O)c1ccc(NC(=O)c2ccc(S(=O)(=O)N3CCc4ccccc43)cc2)cc1
Screen / compound no.,9,10,11,12,13,14,15,16
AmpC inh detg,-1.1%,-1.2%,-7.2%,-8.0%,-1.4%&-3.1%,5.1%,-3.5%,-6.0%
HCMV antiviral,-8.6,-14.8,19.0,-4.2,?,6.4,-16.5,2.3
Giardia FBPA inh,.,0.8%,.,0.0%,.,0.8%,.,-7.9%
HCV inhibitor,-10.5%,13.1%,.,-5.5%,11.2%,-3.9%,.,?
Sm TGR inh,2.3%,7.9%,-5.9%,0.0%,-5.9%&-0.3%,-14.4%,-8.0%,-2.3%
AmpC inh no detg,152.5%[activator],1.5%,.,10.2%,12.2%,-41.9%,.,17.8µM*

17	CCOC(=O)N1CCN(C(=O)CSCC(=O)Nc2nc(-c3cccs3)cs2)CC1
18	COc1cccc(NC(=S)NC2CC(C)(C)NC(C)(C)C2)c1
19	COc1ccccc1N1CCN(CC(=O)c2c(N)n(C)c(=O)n(C)c2=O)CC1
20	Cc1c(-c2nsc(NC(=O)c3cccc(Cl)c3)n2)nnn1-c1ccccc1C(F)(F)F
21	O=C(O)c1ccc(NC(=S)NC(=O)c2cncc(Br)c2)cc1
22	COc1ccc([C@@H]2[C@H]3CN(C(C)=O)CC=C3C(C#N)=C(N)C2(C#N)C#N)c2ccccc12
23	Cn1c(=O)[nH]c(=O)c2c1nc(SCC(=O)O)n2CCCc1ccccc1
24	O=C(NNC(=O)c1ccccc1Cl)c1ccc2c(c1)OCCO2
Screen / compound no.,17,18,19,20,21,22,23,24
AmpC inh detg,-0.7%,7.2%,0.8%,-0.6%,3.0%,-10.9%,2.2%,.
HCMV antiviral,29.1,47.2,20.2,?,?,-21.4,27.3,97.8
Giardia FBPA inh,-8.1%,2.3%,0.7%,.,?,?,-5.6%,.
HCV inhibitor,12.6µM*,5.6%,-17.6%,.,1.5%,-6.8%,18.5%,10.5%
Sm TGR inh,23.2%,2.2%,23.7%,9.3%,11.2µM*,?,7.6%,.
AmpC inh no detg,28.3%,-18.0%,-14.9%,.,-25.8%,54.4%,-19.7%,-15.1%

25	COc1ccccc1C1N(c2ccc(Cl)cc2)C(=O)C2CCCN21 (stereo unspecified)
26	Cc1nc(-c2cccc(S(=O)(=O)N3CCCCCC3)c2)cs1
27	CN(C(=O)COC(=O)CN1C(=O)C2CC=CCC2C1=O)c1ccccc1 (stereo unspecified)
28	CSc1ccc(NC(=O)NCc2cccnc2)cc1
29	CN(C)S(=O)(=O)CC12CCC(CC1=O)C2(C)C (stereo unspecified)
30	COCc1cc(C)n(CC(=O)NCC2CCCO2)c(=O)c1C#N (stereo unspecified)
31	COc1ccc(Nc2nnc(-c3ccc(O)cc3)c3ccccc23)cc1
32	O=C(Nc1cccc(O)c1)c1c(O)c2ccccc2[nH]c1=O
Screen / compound no.,25,26,27,28,29,30,31,32
AmpC inh detg,-2.1%,-1.4%,-12.4%,9.6%,-4.7%,-13.7%,0.6%,0.6%
HCMV antiviral,-75.3*,-10.0,-8.0,-19.2,99.7,16.2,-1.9,120.8
Giardia FBPA inh,2.3%,-1.7%,.,6.1%,5.5%,-5.5%,-19.3%,-0.5%
HCV inhibitor,-18.9%,?,-1.0%,-13.9%,2.1%,8.2%,?,1.0%
Sm TGR inh,0.4%,5.6%,0.8%,5.1%,0.2%,2.7%,.,6.6%
AmpC inh no detg,93.4%[activator],-17.9%,0.9%,-8.6%,-22.7%,-5.9%,-38.2%,-21.2%

Values in list order from the entries so far.
HCV inhibitor for entries 25 to 32, in order: -18.9%, ?, -1.0%, -13.9%, 2.1%, 8.2%, ?, 1.0%

Next section.
33	CCOc1ccc(C(c2c(O)cc(C)n(CCOC)c2=O)N2CCC(C)CC2)cc1 (stereo unspecified)
34	Cc1nc2cc(-c3sccc3-n3cccc3)nn2c(C)c1C
35	O=C(Cn1cc(C(=O)C2CCCCC2)c2ccccc21)NCC1CCCO1 (stereo unspecified)
36	COc1cccc(OCc2cc(C(=O)N3CCN(C(=O)c4ccco4)CC3)no2)c1
37	COc1ccc(-c2cc(C(=O)N3CCN(c4ccc(F)cc4)CC3)no2)cc1OC
38	O=C1C2=C(SCCS2)C(=O)N1CCCO
39	Cn1c2ccccc2c2cc(C(=O)NNS(=O)(=O)c3ccc(F)cc3)sc21
40	CC(=O)N(C1=C(Cl)C(=O)c2ccccc2C1=O)c1ccc(C(=O)O)cc1
Screen / compound no.,33,34,35,36,37,38,39,40
AmpC inh detg,1.9%,2.4%,-0.5%,-14.0%,5.2%,-14.5%,0.0%,-0.1%
HCMV antiviral,11.9,59.7,14.7,71.2,-33.5&-24.3,12.9,45.1,?
Giardia FBPA inh,.,1.5%,12.0%,4.3%,-8.5%,-0.2%,-2.6%,2.24µM*
HCV inhibitor,.,-5.7%,-6.4%,-2.1%,?,2.8%,-9.1%,-21.7%
Sm TGR inh,20µM*,3.1%,38.9%[activator],?,0.6%&-1.0%,-4.3%,7.5%,0.224µM*
AmpC inh no detg,.,18.0%,99.3%[activator],54.9%,22.7%,-3.9%,?,-11.0%

Gathered by group, those above containing bromine
13	O=C(Cn1cnc(S(=O)(=O)N2CCCC2)c1)Nc1cccc(Br)c1
21	O=C(O)c1ccc(NC(=S)NC(=O)c2cncc(Br)c2)cc1
Screen / compound no.,13,21
AmpC inh detg,-1.4%&-3.1%,3.0%
HCMV antiviral,?,?
Giardia FBPA inh,.,?
HCV inhibitor,11.2%,1.5%
Sm TGR inh,-5.9%&-0.3%,11.2µM*
AmpC inh no detg,12.2%,-25.8%

Next part
41	CS(=O)(=O)c1ccc2nc(NC(=O)c3ccccc3)sc2c1
42	Cc1ccc(OCC(=O)NCc2cccs2)cc1
43	O=C1Nc2ccccc2C1(O)C/C(=N/O)c1ccccc1 (stereo unspecified)
44	CCOC(=O)C1=C(N)N2C(=O)CSC2=C(C(=O)OC)C1
45	COC(=O)CSc1nnc(CCc2ccccc2)n1C
46	COc1ccc(Cl)cc1N(CC(=O)N/N=C/c1ccc(OC(C)C)cc1)S(=O)(=O)c1ccc(C)c([N+](=O)[O-])c1
47	Cc1cccc(-n2c(=O)c3c(n4cnnc24)-c2ccccc2CC32CCCCC2)c1
48	Cc1ccccc1C(=O)N=c1ccn(-c2nc3ccccc3nc2NS(=O)(=O)c2ccccc2)cc1
Screen / compound no.,41,42,43,44,45,46,47,48
AmpC inh detg,?,-9.6%,-4.8%,-10.7%,1.4%,?,?,-0.4%
HCMV antiviral,134.6,6.3,-12.2,-12.8,28.5,28.7,-34.9,-25.2
Giardia FBPA inh,-16.3%,1.1%,1.8%,-11.8%,-1.8%,0.6%,-15.0%,0.1%
HCV inhibitor,1.5%,0.8%,10.4%,7.1%,19.8%,?,6.9%,-11.6%
Sm TGR inh,3.4%,-1.0%,-8.8%,-35.1%,12.3%,-9.9%,0.5%,-6.3%
AmpC inh no detg,1.9%,-20.9%,-2.5%,-5.4%,3.4%,?,-15.2%,2.0%

49	CC(C)(C)CN1CCC(Oc2cccc(C(=O)N3CCNC(=O)C3(C)C)c2)CC1
50	COc1ccccc1CNC(=O)c1ccc(CS(=O)Cc2cccc(Cl)c2)o1 (stereo unspecified)
51	COc1ccc(OC)c(CC2C(=O)Nc3ccc(Br)cc32)c1 (stereo unspecified)
52	O=c1[nH]c(O)c(/C=C2\C=NN=C2c2ccccc2)c(=O)[nH]1
53	O=C(CN1CCN(c2ncccn2)CC1)N1CCCc2c1c(=O)oc1ccc(O)cc21
54	S=C(Nc1ccc(Br)cc1)N1CCCC1
55	CCCc1ccc(C(C)NC(=S)NC2CCCCC2)cc1 (stereo unspecified)
56	C=CCc1cccc2cc(C(=O)O)c(=O)oc12
57	Cc1cc(C)nc(N2CCCC(C(=O)NNC(=O)c3ccncc3)C2)n1 (stereo unspecified)
Screen / compound no.,49,50,51,52,53,54,55,56,57
AmpC inh detg,6.9%,1.1%,14.3%,?,-10.9%,-14.8%,-11.1%,2.3%,-6.7%
HCMV antiviral,8.1,84.9,-90.2*,-29.0,-18.4,112.6,-73.1*,-15.4,-27.0
Giardia FBPA inh,.,.,.,-11.9%,1.9%,-1.2%,11.3%,8.4%,-5.2%
HCV inhibitor,-5.9%,-3.7%,.,-14.4%,7.1%,3.1%,?,10.2%,20.5%
Sm TGR inh,0.5%,22.4µM*,8.2%,-32.4%,?,0.2%,5.3%,-11.1%,1.5%
AmpC inh no detg,-1.9%,46.5%,.,-10.9%,-25.2%,-26.6%,-23.9%,-4.2%,-2.4%
